# ALOX12 inh = blocks human arachidonate 12S-lipoxygenase; purified 12hLO, xylenol orange hydroperoxide absorbance; Potency, µM (doses to about 108 µM), without a hit: top-dose activity change, negative = inhibition, usual class: inhibitors; 580,000 tested, 1.1% active; P18054; AID 1671190; also: % is scaled to controls: 0 for no effect and ±100 for the full control effect
#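 Purified human 12hLO at 150 nM in 25 mM Hepes, 0.01% Triton X-100, pH 7.0, preincubated 15 min at room temperature with compound. Reaction started with 40 uM arachidonic acid, 30 min at room temperature. Hydroperoxide measured by Fe-xylenol orange, 573/405 nm absorbance ratio.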
# Vif-A3F inh = blocks the Vif interaction with APOBEC3F. HeLa A3F-eYFP + Vif (tagged APOBEC3F with the HIV-1 protein that degrades it), YFP fluorescence increase. Potency, µM (titrated, usually from 46.1 µM), for the others: top-dose activity, negative = active. 390,000 tested, 0.2% active. AID 602313; also: % of control where 0% means no effect; nearly all actives have a fitted effect of over 65% in size
#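 HeLa cells stably expressing Vif plus C-terminally eYFP-tagged A3F were seeded, incubated overnight at 37 deg C, dosed with compound, incubated overnight again at 37 deg C. Yellow fluorescence (Ex 488/Em 500-530) reported blocked Vif-mediated A3F-eYFP degradation.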
# Vif-A3G inh = Vif-A3G binding inhibition | 410,000 tested, 0.076% active | Potency, µM (titrated, usually from 46.1 µM), without a hit: top-dose activity, negative = active, usual class: inhibitors | Q9HC16 | HeLa A3G-eYFP + Vif (tagged APOBEC3G with the HIV-1 protein that degrades it), YFP fluorescence, overnight;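 also: % is scaled to controls: 0 for no effect and ±100 for the full control effect; nearly all actives have a fitted effect of over 60% in size; hits raise eYFP signal because A3G escapes Vif-driven loss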
#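 Read-out is eYFP fluorescence (Ex 488/Em 500-530) from Vif-expressing HeLa A3G-eYFP cells; more signal means A3G escaped Vif-mediated degradation. Cells plated overnight, compound pinned in, incubated overnight at 37 deg C.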
# RGS4 inhibitor = human RGS4 inhibition | Transcreener GDP fluorescence polarization, RGS4-accelerated GTP hydrolysis | Potency, µM (top dose mostly 114 µM), inactives show at the highest dose activity change, negative = inhibition, actives largely listed as inhibitors | 390,000 tested, 0.039% active; also: % is scaled to controls: 0 for no effect and ±100 for the full control effect; nearly all actives have a fitted effect of over 75% in size; some results filed as inactive show a strong effect at the top dose
# Target sequence (P49798 whole entry, looked up): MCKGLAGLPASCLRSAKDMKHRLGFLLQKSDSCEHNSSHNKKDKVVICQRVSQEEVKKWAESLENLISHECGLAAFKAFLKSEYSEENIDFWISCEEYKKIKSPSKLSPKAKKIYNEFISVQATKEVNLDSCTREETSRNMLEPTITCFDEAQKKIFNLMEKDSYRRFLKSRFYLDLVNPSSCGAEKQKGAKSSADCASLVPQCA
#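 MLSMR compounds (23 nl, pin-transferred) preincubated 10 min at room temperature with a 500nM (2x) first reagent, then RGS4 at 900nM (2x) plus Transcreener GDP mix added; fluorescence polarization (620/688 nm) read before and after 90 min at 30 °C.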
# USP1 inh = blocks the human USP1/UAF1 deubiquitinase complex; 390,000 tested, 0.23% active; Potency, µM (doses to about 57.1 µM), without a hit: at the highest dose activity change, negative = inhibition, actives largely listed as inhibitors; O94782; recombinant USP1/UAF1, Ub-Rhodamine cleavage fluorescence; also: % is scaled to controls: 0 for no effect and ±100 for the full control effect; nearly all actives have a fitted effect of over 60% in size; inactives centre near -12
#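 USP1/UAF1 complex at 1 nM was preincubated with compound for 15 min at room temperature, then Ub-Rho substrate (150nM final) was added. Fluorescence (480/540 nm) was read kinetically, 6 reads every 60 seconds.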
# TrxR1 inh = blocks rat thioredoxin reductase 1; recombinant rTrxR1, NADPH fluorescence consumption, selenite substrate; Potency, µM (doses to about 114 µM), for the others: at the top dose activity change, negative = inhibition, actives largely listed as inhibitors; 390,000 tested, 1% active; AID 588453; also: % is scaled to controls: 0 for no effect and ±100 for the full control effect; nearly all actives have a fitted effect of over 65% in size
#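 Rat TrxR1 (90 nM in the dispensed reagent) was pre-reduced with 400 uM NADPH for 5 min at room temperature, then incubated with compound for 15 min. After 400 uM selenite was added, NADPH fluorescence (Ex 340/Em 450 nm) was followed for 8 min.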
# TrxR1 substrate = substrates of rat thioredoxin reductase 1; O89049; purified TrxR1 substrate turnover, NADPH consumption readout; 390,000 tested, 0.01% active; Potency, µM (series often up to 114 µM), for the others: at the highest dose activity change, negative = substrate turnover; AID 588456; also: % is scaled to controls: 0 for no effect and ±100 for the full control effect; nearly all actives have a fitted effect of over 50% in size
#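 Rat TrxR1, dispensed at 90 nM, was prereduced with 400 uM NADPH (final) for 5 min at ~22 deg C, then incubated with compound 15 min before 400 uM selenite. A first-read NADPH fluorescence drop versus no-compound background flagged substrates.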
# IDH1 R132H inh = human IDH1 R132H inhibition; IDH1-R132H enzyme, NADPH consumption, diaphorase/resazurin fluorescence; 390,000 tested, 0.093% active; AID 602179; Potency, µM (series often up to 76.6 µM), for inactives: at the top dose activity change, negative = inhibition, hits mostly inhibitors; O75874; also: % is scaled to controls: 0 for no effect and ±100 for the full control effect; nearly all actives have a fitted effect of over 65% in size
#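 IDH1-R132H (0.5 ug/mL dispensed) in pH 7.5 Tris buffer was preincubated 30 min with compound, then given a substrate mix of 0.016 mM NADPH and 2 mM alpha-KG for 80 min at room temperature; remaining NADPH was read by diaphorase/resazurin fluorescence.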
# RXFP1 agonist = agonists of human relaxin receptor RXFP1 | 370,000 tested, 0.3% active | HEK293T-RXFP1 cAMP TR-FRET, 30 min; response scale: percent of porcine relaxin response, buffer zero | Potency, µM (titrated, usually from 57.5 µM), for inactives: top-dose activation, hits mostly activators; also: % is scaled to controls: 0 for no effect and ±100 for the full control effect; nearly all actives have a fitted effect of over 60% in size; many of its hits are not listed in these tables
# Target sequence (Q9HBX9 whole entry, looked up): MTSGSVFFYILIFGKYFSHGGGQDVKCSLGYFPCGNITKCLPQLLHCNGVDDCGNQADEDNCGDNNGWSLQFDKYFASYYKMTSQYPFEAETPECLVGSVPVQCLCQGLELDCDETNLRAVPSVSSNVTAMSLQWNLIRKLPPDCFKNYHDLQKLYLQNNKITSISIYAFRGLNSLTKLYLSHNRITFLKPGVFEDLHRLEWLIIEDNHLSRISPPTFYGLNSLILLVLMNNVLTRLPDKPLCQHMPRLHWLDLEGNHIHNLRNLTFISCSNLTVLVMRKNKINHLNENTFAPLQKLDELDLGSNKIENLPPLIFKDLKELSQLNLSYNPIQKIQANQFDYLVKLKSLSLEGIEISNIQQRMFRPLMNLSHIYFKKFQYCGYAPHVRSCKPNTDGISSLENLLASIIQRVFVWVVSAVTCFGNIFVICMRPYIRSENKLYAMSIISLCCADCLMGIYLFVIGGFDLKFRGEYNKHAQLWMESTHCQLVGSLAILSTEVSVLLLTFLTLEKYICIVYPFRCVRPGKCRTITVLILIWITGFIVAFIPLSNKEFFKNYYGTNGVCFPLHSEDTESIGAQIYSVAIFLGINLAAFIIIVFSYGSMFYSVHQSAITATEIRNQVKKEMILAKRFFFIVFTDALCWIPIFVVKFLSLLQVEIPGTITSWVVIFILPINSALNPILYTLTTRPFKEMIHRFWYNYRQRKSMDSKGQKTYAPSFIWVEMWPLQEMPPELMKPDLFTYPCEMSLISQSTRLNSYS
#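 Agonist response is measured as cAMP accumulation in an RXFP1-transfected HEK293T line under PDE4 inhibition. Values are scaled between buffer-only and 29 nM porcine relaxin, and EC50s come from standard Hill equation fits.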
# * marks the source's active call; other numbers are inactive results; ? = inconclusive; nt = no result given; & = joins results of further samples; [ ] = another dose, or the depositor's remark. Calls follow the shape of the dose curve; as a rule, active = well fitted curve in the direction sought with a large enough effect; inconclusive = small, poorly fitted or top-dose-only effect, or another doubt; inactive = no such curve, though single readings can be large; an effect the other way counts as inactive or inconclusive. Potency is read from the fitted curve at half-maximal effect. Not all compounds are listed; rates above refer to the full screens.
SMILES,ALOX12 inh,Vif-A3F inh,Vif-A3G inh,RGS4 inhibitor,USP1 inh,TrxR1 inh,TrxR1 substrate,IDH1 R132H inh,RXFP1 agonist
O=S(=O)(c1cnccc1N1CCN(CCO)CC1)N1CCCCC1,1%,3%,-1%,11%,-1%,7%[57.1 µM],6%[57.1 µM],8%,-0.3%
CCC(=O)Nc1c2c(nn1-c1ccc(F)cc1)CS(=O)(=O)C2,-12%,5%,0%,-13%,-14%,2%,10%[57.1 µM],-1%,-0.1%
CC1CCC(CN2C(Nc3ccccc3)=NC[C@@H]2C)CC1 (some centres not stated),-3%,6%,8%,-5%,-26%,5%,-3%,-1%,1.5%
S=C(NCc1ccco1)Nc1ccc(Cl)c(Cl)c1,28µM*,-22%,-12%,-5%,-15%,?,3%,-1%,2.9%
OC(COC(c1ccccc1)c1ccccc1)CN1CCc2ccccc2C1 (configuration not stated),1%,-19%,1%,-9%,-9%,3%,-2%,4%,-0.1%
CCNC(=O)C(=O)Nc1ccc2c(c1)N(S(=O)(=O)c1cccs1)CCC2,7%,-7%,-9%,2%,-17%,-1%,0%,9%,-0.1%
CCOC(=O)C1CCN(S(=O)(=O)c2ccc(C)c(C)c2)CC1,33%[activator],4%,0%,8%,-8%,6%[57.1 µM],-1%[57.1 µM],-10%,0.6%
O=C(O)c1sccc1S(=O)(=O)N1CCOCC1,-20%,8%,1%,-8%,-28%,15%,2%,-9%,0.2%
CC(OC(=O)c1ccc(S(=O)(=O)N2CCCCC2)cc1)C(=O)NC1CCCCC1C (configuration not stated),-1%,-1%,0%,-31%,-18%,16%,-2%,2%,0.8%
Cc1ccccc1CN1CCC(CNC(=O)C2CCCN(c3ncnc4c3nc3n4CCCCC3)C2)CC1 (configuration not stated),-3%,3%,2%,-1%,-24%,6%,-2%,2%,20%
O=C(CN1CCC(n2nnc3cc(C(F)(F)F)ccc32)CC1)N1CCc2ccccc21,4%,0%,0%,13%,5%,9%,8%,14%,1.0%
O=C(COc1ccccc1)NC1CCCCCCC1,0%,-11%,1%,34%,-15%,5%,-1%,-1%,0.3%
CCc1ccc(C(=O)c2cn(CC(=O)Nc3ccc(F)c(F)c3)c3cc(OC)c(OC)cc3c2=O)cc1,-23%,4%,-4%,?,-14%,0%,-8%,7%,0.3%
CN1C2C=C3C(C#N)=C(N)C(C#N)(C#N)[C@@H](c4ccsc4)[C@@H]3C1CC2 (some centres not stated),nt,-15%,1%,-3%,-9%,-26%,20%,-8%,0.5%
CCCn1c(=O)[nH]c(=O)c2c(C(F)(F)F)cc(-c3ccc(C)cc3)nc21,-24%,0%,7%,1%,-5%,27%[11.4 µM],14%[11.4 µM],-3%,?
COc1ccc2[nH]c3c(Cl)ncnc3c2c1,-17%,4%,3%,23%,3%,7%,5%,8%,9.5%
CCCn1c(N2CCN(CC(=O)Nc3ccc4c(c3)OCCO4)CC2)nc2ccccc21,?,-6%,2%,-9%,-7%,2%[57.1 µM],7%[57.1 µM],0%,1.9%
CCC(=O)NCCc1nc2cc(NC(=O)c3ccco3)ccc2n1C,-4%,10%,0%,9%,-9%,23%[57.1 µM],8%[57.1 µM],-10%,-2.1%
COc1ccc(C(=O)c2ccc([N+](=O)[O-])cc2)cc1S(=O)(=O)N1CCC(C(=O)O)CC1,11%,-3%,1%,0%,-8%,18%,-5%,8%,2.5%
CCOc1ccc(CN2CCC(C(=O)N3CCN(c4ccccc4F)CC3)CC2)cc1OC,?,-7%,0%,-21%,-21%,25%,12%,3%,0.4%

# Quoted at random: 2 records from the list
SMILES,ALOX12 inh,Vif-A3F inh,Vif-A3G inh,RGS4 inhibitor,USP1 inh,TrxR1 inh,TrxR1 substrate,IDH1 R132H inh,RXFP1 agonist
CCOc1ccc(CN2CCC(C(=O)N3CCN(c4ccccc4F)CC3)CC2)cc1OC,?,-7%,0%,-21%,-21%,25%,12%,3%,0.4%
CC1CCC(CN2C(Nc3ccccc3)=NC[C@@H]2C)CC1 (some centres not stated),-3%,6%,8%,-5%,-26%,5%,-3%,-1%,1.5%

# (list continues)
SMILES,ALOX12 inh,Vif-A3F inh,Vif-A3G inh,RGS4 inhibitor,USP1 inh,TrxR1 inh,TrxR1 substrate,IDH1 R132H inh,RXFP1 agonist
O=C1c2cccnc2C(=O)N1Cc1ccco1,-13%,-4%,6%,-6%,2%,7%,-15%,4%,8.1%
Nc1nc(SCC(=O)c2ccc(Br)s2)n[nH]1,0%,-1%,-8%,5%,-10%,6%[57.1 µM],4%[57.1 µM],-5%,1.8%
CC(C)c1ccc(NC(=O)CN2CCN(c3ccccn3)CC2)cc1,8%,-1%,-6%,29%,-14%,3%,-6%,0%,-1.0%
CCOC(=O)c1c(OCCO)noc1N,2%,-22%,0%,7%,-9%,0%[57.1 µM],-3%[57.1 µM],5%,-2.9%
Cc1cc(C)c2c(CC(=O)N(Cc3ccc(N(C)C)cc3)Cc3ccco3)coc2c1,-16%,1%,3%,0%,-19%,8%,-11%,-7%,-0.9%
CCOCCCNC(=O)CN1C(=O)c2cccnc2Sc2ccccc21,-12%,4%,-2%,-18%,?,4%[57.1 µM],0%[57.1 µM],1%,-0.8%
O=C(O)c1ccc(NS(=O)(=O)c2ccc(Cl)c(Cl)c2)cc1O,-2%,5%,2%,5%,-3%,25%[57.1 µM],9%[57.1 µM],-6%,0.3%
C=CCN(CC=C)S(=O)(=O)c1ccc(C(=O)Nc2nc3c(s2)CCc2ccccc2-3)cc1,-28%,0%,-13%,9%,-15%,4%,14%,5%,0.0%
CC1CCCCC1NC(=O)c1cc2c(s1)CS(=O)(=O)C2 (configuration not stated),-17%,-1%,0%,-6%,-4%,8%,4%,0%,2.5%
CC(C)CCNC(=O)c1cccnc1Sc1ccccc1,-29%,1%,-2%,14%,-5%,-4%,-12%,-1%,3.5%
CC(=O)OCCN1CCN(C(=O)CN2C(=O)NC(c3ccccc3)(c3ccccc3)C2=O)CC1,?,1%,0%,-1%,-16%,13%,0%,-4%,2.1%
COc1ccc(C)cc1NC(=O)COC(=O)c1ccc(OCc2ccc(Cl)cc2Cl)c(OC)c1,-28%,0%,2%,-16%,-5%,-16%,-12%,2%,2.0%
Cc1ccc(-c2nc(CS(=O)CC(=O)N3CCN(c4cccc(Cl)c4)CC3)c(C)o2)cc1 (configuration not stated),-2%,-2%,0%,-1%,-7%,-24%,-11%,17%,-1.6%
CCCCn1c(SCC(=O)NCc2ccccc2)nc2ccc(N3CCOCC3)cc2c1=O,?,1%,-10%,-21%,-10%,17%,52%[activator],0%,11%
O=C(CCc1nnc(Cc2c[nH]c3ccccc23)o1)NCCC1CCCCO1 (configuration not stated),14%,-7%,0%,nt,5%,nt,nt,-2%,nt
Nc1nnc(SCC(=O)Nc2ccc(N3CCOCC3)cc2)s1,-29%,10%,3%,-16%,-9%,-6%,-3%,4%,-0.5%
C[C@]12C(=O)N(c3cccc(Cl)c3)C(=O)N1[C@H]1c3ccccc3OC[C@@H]1[C@H]2c1ccccc1,nt,-3%,-4%,15%,-2%,37%,1%,15%,0.1%
Cc1cccc2cc(CN(CCN3CCOCC3)C(=O)NCc3ccccc3)c(=O)[nH]c12,13%,7%,1%,-19%,-19%,1%,1%,8%,-0.5%
CCC1CCc2sc(C(=O)O)cc2C1 (configuration not stated),-12%,-5%,1%,-7%,-13%,4%[57.1 µM],15%,-6%,3.8%
C[C@@H]1CN([C@H](C)CO)C(=O)CCCn2nncc2CO[C@H]1CN(C)S(=O)(=O)c1ccc(Oc2ccccc2)nc1,?,4%,-12%,nt,?,nt,nt,-6%,nt
CCC(c1nnnn1C(C)(C)C)N1CCN(C(=O)c2ccco2)CC1 (configuration not stated),3%,-8%,0%,-9%,0%,2%,3%,0%,1.3%
CCOc1ccc2nc3ccc4[nH]onc4c3c2c1,10%,1%,4%,11%,6%,-2%,10%,4%,nt
CCOP(=O)(OCC)c1ccc2ccc3ccccc3c(=O)c2c1,-22%,0%,0%,22%,nt,22%[57.1 µM],13%[57.1 µM],nt,nt
CCC(C)Nc1nc(N)c([N+](=O)[O-])c(Nc2cc(OC)ccc2OC)n1 (configuration not stated),0%,4%,-1%,12%,-7%,13%[57.1 µM],-3%[57.1 µM],?,-3.3%
CC1(C)CC(=O)C2=C(C1)OC(N)=C(C#N)C2C#Cc1ccccc1 (configuration not stated),?,-27%,1%,-47%,-15%,2.5µM*,-3%,0%,-2.6%
CC(=O)c1sc(NC(=O)C(C)(C)C)nc1C,-7%,-2%,0%,8%,-7%,-10%,-11%,1%,14%
CCc1nnc(NC(=O)c2nc(SC)ncc2Cl)s1,17%&-13%,1%,3%,-21%,?,-4%,-4%,0%,1.5%
Cc1ccc2nc(SCC(=O)c3ccc(O)cc3O)[nH]c2c1,7%,-10%,-6%,-30%,-7%,6%,-1%,10%,-0.5%
CC1CCN(c2oc(Cc3cccc4ccccc34)nc2C#N)CC1,142%[activator],-12%,8%,15%,-7%,0%,-1%,0%,1.3%
